TRb SRC2 PPI – disrupts binding of human TR beta to SRC2; TRbeta-SRC2 peptide binding, fluorescence polarization; receptor liganded with 1 µM T3; Potency, µM (doses to about 106 µM), without a hit: at the highest dose activity change, negative = inhibition, actives largely listed as inhibitors; 280,000 compounds, 0.065% hits; AID 1469;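 also: plate controls were bound peptide for no effect and peptide without receptor for full effect; nearly all actives have a fitted effect of over 50% in size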
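Polarization signal, normalized between peptide-alone and full complex controls, measured compound effects on T3-liganded human TRb LBD (0.6 uM) binding 20 nM Texas Red SRC2 peptide after 5 hr.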
TexasRed fluor – alters Texas Red total fluorescence, flagging assay interference. TRb/SRC2 Texas Red total fluorescence interference. Potency, µM (highest dose often 106 µM), for inactives: at the highest dose fluorescence change, negative = quenching. 280,000 compounds, 0.29% hits. AID 1479; active = well fitted curve in either direction with a large enough effect; inconclusive = small, poorly fitted or top-dose-only effect; also: % is scaled to controls: 0 for no effect and ±100 for the full control effect
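Human TRb ligand-binding domain at 0.6 uM with 20 nM Texas Red SRC2 peptide in Tris buffer containing 1 uM T3 and 5% DMSO, incubated with compound 5 h at ambient temperature. Total fluorescence (555/632 nm) calculated as parallel + 2 × perpendicular.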
Tau fluor counter – counter-screen for tau fibril formation inhibitors. AID 1463. Potency, µM (top dose mostly 57.7 µM), without a hit: top-dose activity change, negative = decrease. 280,000 compounds, 0.93% hits. tau K18 P301L Alexa594 fluorescence, heparin fibrillization; also: % is scaled to controls: 0 for no effect and ±100 for the full control effect; nearly all actives have a fitted effect of over 55% in size
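Human K18 P301L tau (15 uM unlabeled plus 0.24 uM Alexa 594-labeled, final) in 100 mM sodium acetate pH 7 was mixed with compound and 20 uM heparin and incubated 6 hr at 37 C.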
RECQ1 inh – inhibitors of human RECQ1 DNA helicase; P46063; RECQ1 DNA unwinding, red fluorescence kinetic read; Potency, µM (top dose mostly 57.3 µM), without a hit: top-dose activity, negative = inhibition, hits mostly inhibitors; 240,000 compounds, 0.54% hits; AID 2549;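 also: plate controls were vehicle for no effect and no enzyme for full effect; nearly all actives have a fitted effect of over 30% in size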
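50 nM RECQ1T1 preincubated 15 min with compound in Tris pH 8.0 buffer with MgCl2, DTT, Tween-20 and 2.5 ug/ml poly(dI-dC); started with 200 nM TAMRA/BHQ-2 forked duplex and 2 mM ATP. Unwinding read as fluorescence (525/598 nm), two reads 2 h apart.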
HTT cytoprotect – cytoprotection in Huntington HTT-Q103 PC12 cell model; 230,000 compounds, 0.14% hits; PC12 HTT-Q103 induced, cytoprotection, ATP luminescence, 40 h; Potency, µM (series often up to 56.4 µM), for the others: cytoprotection (ATP increase), usual class: activators; AID 1471;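 also: % of control where 0% means no effect; nearly all actives have a fitted effect of over 45% in size; toxic huntingtin expression switched on by the ecdysone agonist tebufenozide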
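ATP quantification (ATPlite) reports survival of PC12 cells in which tebufenozide, 100 nM final, switches on Htt exon 1 with 103 glutamines linked to GFP; compounds are titrated.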
Tau fibril ThT – inhibitors of human tau fibril formation, thioflavin T binding. recombinant tau K18 P301L, heparin-induced fibrillization, ThT fluorescence. Potency, µM (titrated, usually from 57.4 µM), inactives show at the top dose activity, negative = inhibition, usual class: inhibitors. 270,000 compounds, 2.1% hits; also: % is scaled to controls: 0 for no effect and ±100 for the full control effect; nearly all actives have a fitted effect of over 55% in size
Target sequence (P10636 561-689 P618L limits assumed): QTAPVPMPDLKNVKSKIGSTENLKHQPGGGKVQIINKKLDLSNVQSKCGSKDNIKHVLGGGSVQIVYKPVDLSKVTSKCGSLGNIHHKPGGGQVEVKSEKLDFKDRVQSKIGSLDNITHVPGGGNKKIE
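Using a mix of unlabeled (15 uM) and Alexa 594-labeled (0.24 uM) tau K18 P301L, heparin-triggered fibrillization over 6 hr at 37 C was scored by ThT fluorescence.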
L3MBTL1 inh – inhibitors of human L3MBTL1 | Q9Y468 | AlphaScreen L3MBTL1–H3K9me1 peptide binding | Potency, µM (top dose mostly 57.1 µM), for the others: at the top dose activity, negative = inhibition, hits mostly inhibitors | 230,000 compounds, 0.66% hits; also: % is scaled to controls: 0 for no effect and ±100 for the full control effect; nearly all actives have a fitted effect of over 60% in size
Target sequence (Q9Y468 whole entry, looked up): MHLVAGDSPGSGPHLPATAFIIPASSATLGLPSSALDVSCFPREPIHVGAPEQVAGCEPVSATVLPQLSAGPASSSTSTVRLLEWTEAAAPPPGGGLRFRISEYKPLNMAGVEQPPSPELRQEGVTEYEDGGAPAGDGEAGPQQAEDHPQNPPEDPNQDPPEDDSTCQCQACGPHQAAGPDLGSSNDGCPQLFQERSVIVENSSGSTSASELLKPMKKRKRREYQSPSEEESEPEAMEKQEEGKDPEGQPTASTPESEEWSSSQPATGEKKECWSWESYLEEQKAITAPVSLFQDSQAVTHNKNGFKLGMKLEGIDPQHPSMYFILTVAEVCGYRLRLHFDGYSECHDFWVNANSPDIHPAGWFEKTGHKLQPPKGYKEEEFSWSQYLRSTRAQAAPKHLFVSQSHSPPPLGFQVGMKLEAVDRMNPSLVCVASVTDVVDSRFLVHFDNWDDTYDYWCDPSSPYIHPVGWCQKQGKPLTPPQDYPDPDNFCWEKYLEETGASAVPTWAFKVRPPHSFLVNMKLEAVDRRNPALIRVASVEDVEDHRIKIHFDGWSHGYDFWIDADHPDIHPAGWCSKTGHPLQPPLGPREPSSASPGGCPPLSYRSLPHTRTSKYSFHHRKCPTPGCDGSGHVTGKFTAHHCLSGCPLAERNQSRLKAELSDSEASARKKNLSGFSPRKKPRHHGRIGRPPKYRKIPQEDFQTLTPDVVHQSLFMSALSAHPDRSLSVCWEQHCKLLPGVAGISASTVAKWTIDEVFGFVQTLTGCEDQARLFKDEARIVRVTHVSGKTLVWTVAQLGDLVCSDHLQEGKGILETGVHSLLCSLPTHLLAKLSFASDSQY
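L3MBTL1 (50 nM) pre-complexed 30 min with biotinylated H3(1-15)K9me1 peptide (75 nM), then compounds added for 30 min at room temperature; AlphaScreen streptavidin donor/nickel chelate acceptor beads (10 ug/mL final) read after 30 min dark incubation.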
Tau fibril FP – tau fibrillization inhibition (FP). K18 P301L tau heparin fibrillization, Alexa594 FP, 6 h. 280,000 compounds, 0.39% hits. P10636. Potency, µM (series often up to 57.7 µM), without a hit: at the top dose activity, negative = inhibition, actives largely listed as inhibitors. AID 1468; also: % is scaled to controls: 0 for no effect and ±100 for the full control effect; nearly all actives have a fitted effect of over 55% in size
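FP of Alexa 594-tau after heparin (20 uM) induction. Substrate: human K18 P301L, 15 uM unlabeled, 0.24 uM labeled. Buffer 100 mM sodium acetate pH 7. 6 hr, 37 C.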
* = called active by the depositor; i = inactive; ? = inconclusive; . = no result given; [ ] = dose if it differs, or a comment. Unless noted, calls follow the shape of the dose curve; as a rule, active = well fitted curve in the direction sought with a large enough effect; inconclusive = small, poorly fitted or top-dose-only effect, or another doubt; inactive = no such curve, though single readings can be large; an effect the other way counts as inactive or inconclusive. Potency is read from the fitted curve at half-maximal effect. These rows are one share of the data, so the mix of outcomes need not match the whole.

SMILES | TRb SRC2 PPI | TexasRed fluor | Tau fluor counter | RECQ1 inh | HTT cytoprotect | Tau fibril ThT | L3MBTL1 inh | Tau fibril FP
CCCNS(=O)(=O)/C=C/c1ccccc1 | 0% | 0% | -6% | i | -41%[inhibitor] | -1% | -3% | -9%
CC1=C(c2ccc(C)cc2)[N+](=O)C(C)(C)N1[O-] | -7% | -7% | 11%[2.34 µM] | i | -16%[10 µM] | ? | -2% | -3%
Cc1ccc(N2CCN(S(=O)(=O)c3cccc4ccccc34)CC2)cc1Cl | -5% | 6% | -22% | . | . | ? | . | -12%
CCCCn1c(CN(C)Cc2ccccc2)nc2c1c(=O)n(C)c(=O)n2C | 5% | -1% | -16% | -12% | 24%[10 µM] | -9% | 1% | -8%
CCCOc1ccc(/C=C/C(=O)Nc2ccc([N+](=O)[O-])cc2C)cc1 | -7% | -2% | -7% | -7% | -20% | ? | -2% | 4%
O=C1c2ccc(Oc3ccc4c(c3)C(=O)N(CCCO)C4=O)cc2C(=O)N1CCCO | -20% | -1% | -7% | i | 0% | -1% | . | -5%
Clc1ccc(COn2c(-c3ccc(Cl)cc3)nc3ccccc32)cc1 | 2% | 1% | -15% | i | 12% | -14% | 14% | -3%
CCOc1ccc(-n2c(Cc3cc(=O)[nH]c(=O)[nH]3)nnc2SCC(N)=O)cc1 | -2% | -2% | -13% | 6% | -9% | -13% | . | -7%
Cc1nnsc1Sc1cccc(C(F)(F)F)c1 | -4% | 0% | -12% | -9% | -16%[10 µM] | -6% | 7% | -11%
CN(C)c1ccc(CN(C(=O)/C=C/c2ccco2)C2CCS(=O)(=O)C2)cc1 (configuration not stated) | 2% | 0% | -16% | -11% | 14%[10 µM] | -15% | -9% | 0%
COC(=O)c1ccc2nc(NC(=O)COC(=O)CSc3nc(C)cc(C)n3)sc2c1 | 1% | 0% | ? | -9% | 25%[10 µM] | ? | 3% | -14%
CCOC(=O)C1CCN(C(=O)c2cccnc2Oc2ccc(Cl)cc2)CC1 | 2% | 1% | 2% | -3% | 8%[10 µM] | 6% | 0% | -3%
CCCCCC(=O)N/N=C(\C)c1ccccn1 | 13% | 2% | -13% | -2% | -1%[10 µM] | -15% | 5% | -15%
COC(=O)[C@H](CCSC)NC(=O)Nc1ccc(C(C)=O)cc1 | -1% | -1% | -4% | -13% | -10%[0.074 µM] | -11% | 2% | 1%
O=C(Nc1cccc(-c2nc3ncccc3o2)c1)c1sc2ccccc2c1Cl | -3% | 1% | -2% | 16% | -2% | -13% | 0% | -3%
C/C(=N\NC(=O)c1cc(Br)ccc1O)c1cccs1 | 10% | -3% | -5% | -4% | . | -10% | 5% | 2%
Cc1ccc(S(=O)(=O)n2cnc3cc([N+](=O)[O-])ccc32)cc1C | 5% | -1% | 3% | -1% | -16% | -2% | 7% | 6%
CC(C)NC(=O)c1onc(CSc2ccc(C(C)C)cc2)c1C(=O)O | -11% | -3% | 7% | -10% | -22% | 1% | 7% | 0%
CC12CC3(C)CC(C)(C1)CC(C(=O)Nc1nn[nH]n1)(C2)C3 | -8% | -1% | -15% | -2% | ? | -13% | . | 3%
Cc1ccc(C)c(S(=O)(=O)n2nc(C)c(S(=O)(=O)N3CCCCCC3)c2C)c1 | 5% | -1% | -1% | . | . | -3% | . | -4%
CCCOc1ccc(-c2nnc(N)s2)cc1 | 8% | 1% | -2% | 6% | -84%[inhibitor] | -11% | ? | 4%
CC(C)n1nc(C(=O)OCC(=O)N2CC(=O)Nc3ccccc32)c2ccccc2c1=O | 4% | -2% | 4% | -2% | 8%[10 µM] | 3% | -15% | 1%
O=C(Nc1nnc(-c2ccc(F)cc2)o1)c1cc(Cl)sc1Cl | 0%[53 µM] | -1%[53 µM] | 2% | 1% | 7%[10 µM] | 1% | 21% | 1%
S=C(NC1CCCCC1)N1CCN(Cc2ccccc2)CC1 | 5% | -3% | -5% | -4% | 15%[10 µM] | 1% | -8% | -4%
O=C(N1CCOCC1)N1CCN(c2nc(-c3ccccc3)cs2)CC1 | 0% | -6% | -5% | i | -25% | -10% | -4% | 10%
Cc1onc(-c2ccccc2)c1C(=O)N/N=C/C=C/c1ccccc1 | -2% | -1% | -21% | -1% | 16%[10 µM] | -13% | -11% | -6%
N#C/C(=C\C=C\c1ccccc1)C(=O)NCc1ccco1 | -6% | -2% | 2% | i | . | -12% | -6% | -1%
CCOC(=O)c1cnc2c(c(C)nn2CC)c1Cl | -15% | -2% | 3% | -3% | -26% | -9% | 5% | 1%
CCCC(=O)Nc1ccc2c(c1)nc(CCNC(=O)c1ccccc1)n2C | -2% | -5% | -4% | -3% | 2%[10 µM] | -8% | . | 6%
COc1ccc(C(=O)C2CCCN(C(=O)Cc3c(C)noc3C)C2)cc1OC (configuration not stated) | 8% | -2% | -10% | -1% | 9%[10 µM] | -9% | 2% | 2%
Cc1ccc2cc(COC(=O)C3CCCO3)c(=O)[nH]c2c1 (configuration not stated) | 1% | 0% | -6% | i | -12% | -20% | 10% | 2%
S=C(NCc1ccco1)N1CCN(c2ccccn2)CC1 | -7% | -5% | 1% | i | -27% | -11% | -6%[11.4 µM] | 3%
N#Cc1cccc(NC(=O)CSc2nnc(-c3n[nH]c4ccccc34)o2)c1 | 2% | -1% | -20% | i | -129%[inhibitor] | 1% | 6% | -11%
Nc1nc2n(n1)C(c1ccc(Cl)cc1)CC(c1ccc(F)cc1)N2 (configuration not stated) | 4% | -1% | -6% | -13% | -12% | 0% | ? | 9%
COc1ccc(/C(N)=N/OC(=O)/C=C/c2ccccc2)cc1 | -9% | -1% | -11% | -12% | -10% | ? | 13% | -6%
O=C(O)c1cnc2ccccc2n1 | -11% | -1% | 1% | -5% | 0% | -3% | 8% | 7%
C/C(CC(=O)Nc1ccc(Cl)c(Cl)c1)=N\NC(=O)Cc1ccccc1 | 6% | 2% | -24% | i | -6%[10 µM] | -17% | 2% | -2%
Cc1nn(C)cc1S(=O)(=O)N1CCN(Cc2cccc(Cl)c2)CC1 | -10% | -1% | -17% | i | 9%[10 µM] | -13% | 0% | -4%
Cc1ccc(S(=O)(=O)NC(=S)NC2CCCCC2)cc1 | 1% | -6% | -9% | 2% | 7%[10 µM] | -7% | -1% | -7%
OCCC1CN(Cc2cccn2-c2ncccn2)CCN1C1CCCC1 (configuration not stated) | 3% | 2% | -5% | 0% | 1%[10 µM] | -8% | -9% | 2%
O=C(CSc1n[nH]c(=O)n1C1CC1)c1ccc2c(c1)OCCO2 | -12% | -3% | 13% | 16% | 19%[10 µM] | 4% | -12% | 6%
C1=CC2C3C=CC(C3)C2C1 (configuration not stated) | 5% | -2% | . | 0% | -11% | . | -9% | .
Cc1cc(C)n(-c2nc3cc(Cl)c(Cl)cc3nc2Nc2c(C)cccc2C)n1 | -8% | 0% | -14% | . | . | -11% | . | -6%
CC(C)c1nnc(NC(=O)CS(=O)(=O)Cc2ccccc2)s1 | -2% | -2% | 3% | i | 18%[10 µM] | 8% | 19% | -2%
COC(=O)C(CCSC)NC(=O)c1cccc([N+](=O)[O-])c1 (configuration not stated) | -1% | 1% | -2% | i | -14% | 0% | -3% | -1%
CCNC(=S)N1CCN(CCNC2=CC(=O)CC(C)(C)C2)CC1 | 4% | -1% | -3% | i | -4% | 0% | 2% | -4%
CCN(CC(=O)Nc1cccc(C(C)=O)c1)S(=O)(=O)c1ccc(C)cc1 | -5% | -1% | -13% | -4% | 4% | -2% | 8% | -10%
COC(=O)c1ccc2c(=O)n(CC3CCCO3)c(=S)[nH]c2c1 (configuration not stated) | -24% | 0% | 3% | i | 2%[0.074 µM] | -4% | . | 3%
O=C1N/C(=N/O)S/C1=C/c1cccc([N+](=O)[O-])c1 | 0% | -8% | -15% | 0% | 18% | ? | . | 6%
O=C(O)c1cccc(S(=O)(=O)NCCc2ccccc2)c1 | -5% | -2% | -6% | 2% | ? | -4% | 2% | 2%
O=C(O)c1cnn(-c2nc(-c3ccc(F)cc3)cs2)c1C(F)(F)F | 5% | 2% | 5% | i | -40% | -5% | 6% | 7%
COc1ccc(C2N(C(=O)CN3CCOCC3)CCN2S(=O)(=O)c2ccccc2)cc1 (configuration not stated) | 6% | 0% | -6% | -2% | -10% | -7% | -4% | 0%
CCn1c(Cc2ccc(OC)cc2)nnc1SCC(=O)NC1CCCCC1 | 0% | -2% | 2% | i | -12%[10 µM] | -11% | 6% | 6%
COc1ccc(NS(=O)(=O)c2cc(NC(=O)c3cccnc3Cl)ccc2N2CCCC2)cc1 | 0% | 0% | ? | -15% | 2%[10 µM] | -19% | -16% | 5%
COc1cc(NC(=O)CN2Cc3ccccc3C2=O)cc(OC)c1OC | -1% | 3% | 2% | . | . | 6% | . | 0%
O=C(N1CCCCC1)N1CCN(C(c2ccccc2)c2ccccc2)CC1 | -8% | -1% | -8% | -15% | -18% | ? | . | -9%

Of the compounds above, four have a COOH group.
SMILES | TRb SRC2 PPI | TexasRed fluor | Tau fluor counter | RECQ1 inh | HTT cytoprotect | Tau fibril ThT | L3MBTL1 inh | Tau fibril FP
CC(C)NC(=O)c1onc(CSc2ccc(C(C)C)cc2)c1C(=O)O | -11% | -3% | 7% | -10% | -22% | 1% | 7% | 0%
O=C(O)c1cnc2ccccc2n1 | -11% | -1% | 1% | -5% | 0% | -3% | 8% | 7%
O=C(O)c1cccc(S(=O)(=O)NCCc2ccccc2)c1 | -5% | -2% | -6% | 2% | ? | -4% | 2% | 2%
O=C(O)c1cnn(-c2nc(-c3ccc(F)cc3)cs2)c1C(F)(F)F | 5% | 2% | 5% | i | -40% | -5% | 6% | 7%

Compound activity (PubChem)
